# Screening results: PubChem, National Center for Advancing Translational Sciences (NCATS)
# GoLoco inh red: blocks human Gai1 binding to RGS12 GoLoco peptide, red readout; AID 880; P63096; Potency, µM (highest dose often 61.6 µM), for inactives: at the highest dose activity, negative = inhibition, hits mostly inhibitors; Gai1:RGS12 GoLoco peptide FP, rhodamine, 10 min; actives 0.44% (n = 230,000); active means well fitted inhibition curve with a large enough effect, not every such curve was filed as active; inactive means no such curve, though single readings can be large or run the other way; further: on the % scale 0 is the no-effect control and ±100 the full control effect; nearly all actives have a fitted effect of over 30% in size; many of its hits are not listed in these tables
# Target sequence (P63096 whole entry, looked up): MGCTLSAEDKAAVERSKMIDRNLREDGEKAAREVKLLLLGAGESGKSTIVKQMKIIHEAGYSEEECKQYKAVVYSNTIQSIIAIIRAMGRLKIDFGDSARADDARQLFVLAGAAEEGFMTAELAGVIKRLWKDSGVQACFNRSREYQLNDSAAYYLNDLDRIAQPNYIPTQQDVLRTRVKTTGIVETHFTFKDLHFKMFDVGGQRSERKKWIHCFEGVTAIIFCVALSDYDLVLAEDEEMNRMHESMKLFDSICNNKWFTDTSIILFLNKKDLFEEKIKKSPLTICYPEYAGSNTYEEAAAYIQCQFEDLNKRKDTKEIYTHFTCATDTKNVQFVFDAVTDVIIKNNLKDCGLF
# KinaseGlo FLuc: counter-screen: inhibitors of Kinase-Glo firefly luciferase; Q27757; Kinase-Glo luciferase, ATP luminescence, 8 min; Potency, µM (titrated, usually from 38.3 µM), inactives show at the highest dose activity change, negative = inhibition, most hits filed as inhibitors; actives 0.28% (n = 200,000); further: on the % scale 0 is the no-effect control and ±100 the full control effect; nearly all actives have a fitted effect of over 60% in size
#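 Recombinant Kinase-Glo luciferase, 10 uM ATP (linear range), luciferin; imidazole pH 7.2 / KCl / MgCl2 / Tween / BSA buffer; 8 min RT; luminescence.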
# RECQ1 inh: blocks DNA unwinding by human RECQ1 | actives 0.54% (n = 240,000) | RECQ1 DNA unwinding, red fluorescence kinetic read | P46063 | Potency, µM (top dose mostly 57.3 µM), for the others: top-dose activity, negative = inhibition, usual class: inhibitors | AID 2549;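 further: plate controls were vehicle for no effect and no enzyme for full effect; nearly all actives have a fitted effect of over 30% in size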
#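 RECQ1T1 50 nM; forked duplex (20 bp + 30-nt ss tails) 200 nM, ATP 2 mM final; pH 8.0, 2 mM MgCl2, 2.5 ug/ml poly(dI-dC); 15 min compound preincubation; discontinuous kinetic read over 2 h at RT.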
# IMPase Li cell: membrane-permeable IMPase blocker, potentiated with lithium. AID 1457. Potency, µM (series often up to 59.4 µM), for the others: top-dose activity, negative = IMPase inhibition, actives largely listed as inhibitors. CHO-M1 cells, IP1 TR-FRET (IP-One), carbachol + lithium. actives 0.35% (n = 210,000);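 further: IP1 builds up when IMPase is blocked and the TR-FRET signal falls; plate controls were basal vehicle for no effect and high inhibitor control for full effect; nearly all actives have a fitted effect of over 50% in size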
#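 Lithium-sensitised IP1 accumulation assay; M1-expressing CHO cells treated 30 min at 37C with compound. Competitive antibody detection by time-resolved FRET followed a 10 min room-temperature lysis step.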
# SMN2 splice up: enhancers of SMN2 splice variant expression | HEK293 SMN2-luciferase splicing reporter, luminescence, 30-36 h | Potency, µM (highest dose often 46.1 µM), without a hit: at the highest dose activity change, positive = activation, hits mostly activators | actives 2.8% (n = 210,000) | AID 1458; further: % of control where 0% means no effect; nearly all actives have a fitted effect of over 55% in size
#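 HEK293 cells carry an SMN2 […]–luciferase reporter in which exon 7 inclusion puts luciferase in frame. Cells were plated 10-12 h before compound addition, then incubated 30-36 h at 37C. ONE-Glo luminescence was read; sodium butyrate at 4.5 mM final served as control.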
# NPSR antag: antagonists of human neuropeptide S receptor cAMP signaling | Q6W5P4 | CHO-NPSR cells, cAMP TR-FRET, antagonist mode | Potency, µM (series often up to 38.3 µM), inactives show at the highest dose activity change, negative = inhibition, most hits filed as inhibitors | actives 1% (n = 220,000); further: on the % scale 0 is the no-effect control and ±100 the full control effect; nearly all actives have a fitted effect of over 50% in size; many of its hits are not listed in these tables
# Target sequence (Q6W5P4 whole entry, looked up): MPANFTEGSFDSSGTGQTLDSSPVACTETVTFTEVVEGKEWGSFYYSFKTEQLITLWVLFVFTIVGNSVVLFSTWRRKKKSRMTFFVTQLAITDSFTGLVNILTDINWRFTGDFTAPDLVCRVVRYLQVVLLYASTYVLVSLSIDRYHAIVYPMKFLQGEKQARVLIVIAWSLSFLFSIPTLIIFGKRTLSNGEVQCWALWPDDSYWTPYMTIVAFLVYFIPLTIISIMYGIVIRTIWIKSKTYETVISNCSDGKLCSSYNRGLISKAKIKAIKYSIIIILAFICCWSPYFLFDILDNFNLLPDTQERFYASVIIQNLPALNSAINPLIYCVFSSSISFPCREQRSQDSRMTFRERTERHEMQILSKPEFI
# KDM4E inh: inhibitors of human JMJD2E histone demethylase. B2RXH2. JMJD2E catalytic domain, FDH-coupled NADH fluorescence (FDH is formaldehyde dehydrogenase). Potency, µM (series often up to 57.1 µM), for the others: at the top dose activity change, negative = inhibition, hits mostly inhibitors. actives 1.6% (n = 230,000). AID 2147; active means well fitted inhibition curve with a large enough effect, not every such curve was filed as active; inconclusive means small, poorly fitted or top-dose-only effect, or another doubt; inactive means no such curve, though single readings can be large or run the other way;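 further: 0% = wells with enzyme and -100% = buffer wells without enzyme; nearly all actives have a fitted effect of over 50% in size; many of its hits are not listed in these tables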
# Target sequence (B2RXH2 1-337 limits assumed): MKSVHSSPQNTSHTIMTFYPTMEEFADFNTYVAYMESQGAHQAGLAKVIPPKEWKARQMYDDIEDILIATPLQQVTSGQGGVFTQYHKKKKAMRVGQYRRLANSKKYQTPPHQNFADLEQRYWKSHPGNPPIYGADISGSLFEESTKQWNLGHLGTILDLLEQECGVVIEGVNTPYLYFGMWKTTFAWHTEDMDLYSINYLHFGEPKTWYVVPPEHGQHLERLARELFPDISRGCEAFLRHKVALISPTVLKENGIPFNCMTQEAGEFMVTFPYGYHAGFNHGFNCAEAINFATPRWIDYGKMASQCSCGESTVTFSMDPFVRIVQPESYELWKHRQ
# Epigenetic derep: epigenetic control regulation, reporter derepression; murine LDR cells, GFP reporter derepression, 30 h; AID 1865; Potency, µM (series often up to 53.9 µM), for the others: top-dose GFP activation, usual class: activators; actives 0.2% (n = 280,000); further: % of control where 0% means no effect; nearly all actives have a fitted effect of over 60% in size
#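 Murine LDR cells carrying a silenced, genomically integrated CMV-driven GFP reporter were exposed to compound for 30 hours at 37 C. After PBS washes, GFP-positive cells (20–120 um objects) were counted by laser-scanning microplate cytometry.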
# Active calls of the source: *; i = inactive; ? = inconclusive; nt = no result given; [ ] = remark or other dose. Unless noted, the call rests on the fitted dose curve; in most records, active means well fitted curve in the direction sought with a large enough effect; inconclusive means small, poorly fitted or top-dose-only effect, or another doubt; inactive means no such curve, though single readings can be large; an effect the other way counts as inactive or inconclusive. Potency means the concentration at half of the fitted maximal effect. Some of the compounds tested; count on the stated rates, not on these rows.
# Each structure is followed by: GoLoco inh red, KinaseGlo FLuc, RECQ1 inh, IMPase Li cell, SMN2 splice up, NPSR antag, KDM4E inh, Epigenetic derep
> CNC(=O)COC(=O)[C@@H](Nc1ccc(S(=O)(=O)N2CCOCC2)cc1[N+](=O)[O-])C(C)C
  5%, -3%, 3%, -2%, 3%, 6%, 6%, -1.3%
> Cc1ccccc1OCCSc1nc2ncnc(N)c2[nH]1
  -3%, 1%, 7%, 3%, -11%, 9%, ?, -1.9%
> CC(=O)c1c(N2CCN(C(=O)c3ccco3)CC2)nc(=S)n(-c2ccccc2)c1C
  0%, -1%, -4%, 24%[38.3 µM], ?, -12%[46.1 µM], 1%, -1.1%
> COc1ccc(CSc2n[nH]c(C)n2)cc1Br
  -5%, 0%, 7%, -2%[38.3 µM], 6%, 9%[46.1 µM], 9%, 0.0%
> COc1ccc(N2C(=O)CC(N3CCC(O)(c4cccc(C(F)(F)F)c4)CC3)C2=O)cc1 (stereo unspecified)
  -3%, -2%, 0%, 11%[38.3 µM], -11%, 3%[46.1 µM], 0%, -0.9%
> CCOc1ccc(/C(O)=C2\C(=O)C(=O)N(c3ccc(OC)cc3)C2c2ccccc2[N+](=O)[O-])cc1 (stereo unspecified)
  -29%, nt, -4%, nt, nt, 31%, 6%, -5.1%
> COC(=O)c1c(NC(=O)C2CC2)sc(C(=O)Nc2ccccc2)c1C
  5%, -2%, i, 6%, 1.1µM*, -29%, 14%, 2.5%
> O=C(/C=C/c1ccoc1)c1ccccc1O
  -4%, -5%, -3%, 0%, -7%, 8%, -29%, 1.0%
> CC(C)=CCc1c(O)cc(C)oc1=O
  1%, -9%, -14%, -3%, -21%, nt, 5%, -1.3%
> COc1ccc(CNc2nc(-c3ccccc3)nn2C(=O)c2cccs2)cc1
  -4%, 3%, -8%, 17%[38.3 µM], 1%, -6%[46.1 µM], ?, 0.0%
> NS(=O)(=O)c1ccc(NC(=O)CSc2ncn[nH]2)cc1
  0%, -2%, 1%, -17%, -29%, 6%, -2%, -0.1%
> CCn1c(-c2cc3c(C(F)(F)F)nn(C)c3s2)n[nH]c1=S
  1%, -1%, -9%, -3%[38.3 µM], -3%, -11%[46.1 µM], ?, -1.9%
> O=C(O)c1ccccc1C(=O)Nc1cc2c(cc1Br)-c1ccccc1C2=O
  3%[14.2 µM], -1%[7.66 µM], nt, 6%, 0%[9.22 µM], nt, nt, nt
> Cc1ccccc1OCC(=O)NCc1ccccc1
  0%, 13%, -5%, -2%, -31%[inhibitor], 10%, -2%, -1.2%
> O=C(COc1ccc(Br)cc1)N1CCN(c2ccccc2)CC1
  -7%, 1%, -13%, 33%[38.3 µM], -9%, ?, -9%, 0.1%
> CN=C(Cc1ccccc1)C1=C(O)CC(C)(C)CC1=O
  10%, 3%, 2%, 28%, -7%, 7%, -10%, -2.2%
> Cc1nn(-c2ccccc2)c(Cl)c1/C=N/NC(=O)CNC(=O)c1ccccc1Cl
  9%, 0%, -7%, 16%, 4%, -5%, 0%, 13%
> CC(C)N(C)C(=O)c1ccc(OC2CCN(CCc3ccccc3)CC2)cc1
  6%, nt, 3%, nt, nt, -4%, -3%, 5.6%
> COc1ccc(C(=O)O)cc1S(=O)(=O)N(C)CCc1cccnc1
  11%, 1%, -7%, 9%[38.3 µM], -7%, 9%[46.1 µM], 1%, -5.8%
> Cc1ccc(N2CCN(C3=NC(=O)C(Cc4ccccc4)S3)CC2)cc1 (stereo unspecified)
  6%, 0%, -3%, 2%, -21%, -4%[46.1 µM], -2%, 2.3%
> COc1ccc([N+](=O)[O-])cc1NC(=O)CSc1nc(C)c(C)c(C)n1
  10%, -1%, 0%, 0%, -13%, -1%, 10%, 0.0%
> O=C(O)c1ccccc1Cc1nc2cc(Cl)ccc2c(=O)[nH]1
  17%, -1%, -6%, -3%, -2%, 17%, 4%, -3.2%
> COc1cc(Br)cc(/C=N/c2ncn[nH]2)c1O
  1%, 3%, -3%, 7%[38.3 µM], -15%, -25%[46.1 µM], -4%, 7.9%
> c1ccc(CN2CCC(Nc3nc(-c4ccccc4)nc4ccccc34)CC2)cc1
  2%, -1%, i, 35%[activator][38.3 µM], 3%, ?, -4%, 1.0%
> Cn1cc(C(=O)N/N=C/C(Br)=C\c2ccccc2)ccc1=O
  -1%, -4%, -1%, 5%[38.3 µM], 15%, -11%[46.1 µM], -8%, 6.8%
> Cc1c(CC(=O)Nc2ccc(Cl)cc2)sc2ccc(Cl)cc12
  0%, nt, 5%, nt, nt, -56%, 1%, -1.1%
> CC1(C)CC(=O)C/C(=N/NC(=O)CCCOc2ccc(Cl)cc2Cl)C1
  12%, 2%, -4%, -2%[38.3 µM], 4%, 2%[46.1 µM], -7%, -2.3%
> Clc1ccc(OCc2nc(-c3ccc(Br)o3)no2)cc1
  3%, -4%, -10%, 6%[38.3 µM], -5%, -15%[46.1 µM], 4%, -0.2%
> CCCOc1ccc(C2CC(=O)NC2=O)cc1 (stereo unspecified)
  11%, -1%, -8%, 4%, nt, -8%, 6%, 3.8%
> Cc1nc(-c2ccccc2)sc1C1(C)CC(c2cccc([N+](=O)[O-])c2)=NO1 (stereo unspecified)
  7%, nt, -11%, nt, nt, 5%, 6%, 12%
> O=C(COC(=O)c1ccccn1)NCc1ccccc1
  -10%, 3%, -11%, 26%[38.3 µM], 9%, 1%[46.1 µM], 8%, -3.0%
> O=C(c1ccc(Oc2cc(Cl)cc(Cl)c2)o1)N1CCCCC1
  0%, nt, -8%, nt, nt, ?, -2%, 0.0%
> Nc1nc2n(c1C(=O)c1ccccc1)CCC2
  0%, -1%, -2%, 1%[38.3 µM], -9%, -8%[46.1 µM], 9%, 0.2%
> COc1ccccc1NC1=NCC(=O)N1Cc1ccccc1
  5%, 2%, 0%, -1%[38.3 µM], -5%, -8%[46.1 µM], -4%, -0.2%
> O=C(CNC(=O)c1ccccc1F)OC(C(=O)Nc1cc(C(F)(F)F)ccc1Cl)c1ccccc1 (stereo unspecified)
  7%, 3%, i, -8%[38.3 µM], -16%, -24%[46.1 µM], 3%, -11%
> Cc1cc(NC(=O)c2cc3ncc(Br)cn3n2)no1
  6%, 2%, i, -2%[38.3 µM], 22%, 1%[46.1 µM], 9%, -1.0%
> CC(=O)Nc1ccc(NC(=O)/C=C/c2ccc3c(c2)OCO3)cc1
  4%, 1%, i, 4%, 9%, -5%, ?, 1.7%
> COc1ccc(Br)c(C(=O)NC2CCCC2)c1
  8%, 5%, -1%, 5%, 12%, 5%, -3%, -0.4%
> O=C1CN(C(=O)COC(=O)COc2ccc3c(c2)CCC3)c2ccccc2N1
  7%, -3%, 0%, -2%[38.3 µM], -5%, -6%[46.1 µM], 3%, -2.4%
> Cc1ccc(C(=O)COC(=O)c2ccccc2N2C(=O)C3C4CCC(C4)C3C2=O)cc1C (stereo unspecified)
  -6%, -3%, i, 7%[38.3 µM], -10%, -11%[46.1 µM], 5%, 0.9%
> Cc1cnc(C(=O)N2CCN(S(=O)(=O)c3ccc4ccccc4c3)CC2)cn1
  -10%, 3%, -3%, 1%[38.3 µM], -29%, -25%[46.1 µM], -1%, 1.2%
> Cc1ccc(CNC(=O)c2ccc(N3CCCC3=O)cc2)cc1
  -5%, 4%, -8%, -5%[38.3 µM], 25%, 2%[46.1 µM], 2%, 0.0%
> CCOC(=O)c1cc(-c2ccccc2)sc1NC(=O)CC(C)C
  -17%, -2%, i, 19%[38.3 µM], -28%, ?, 6%, -1.9%
> O=C1CC(c2ccccc2)CC(O)=C1C=Nc1ccccc1 (stereo unspecified)
  11%, -4%, -1%, 14%, -4%, -34%, 13%, 4.8%
> COc1cccc(-n2c(C)nn(C)c2=O)c1
  5%, 6%, 0%, -11%, 2%, 2%[46.1 µM], -3%, 0.0%
> COc1cc2cc(CN(Cc3nnnn3Cc3ccccc3)CC3CCCO3)c(=O)[nH]c2cc1OC (stereo unspecified)
  1%, -4%, -12%, -17%[38.3 µM], -5%, -33%[46.1 µM], ?, -0.5%
> CCOC(=O)Cc1csc(NC(=O)Nc2ccc(Cl)cc2)n1
  6%, nt, -6%, nt, nt, 33%, -1%, -1.1%
> CCCC(c1nnnn1Cc1cccs1)N1CCN(c2ccc(OC)cc2)CC1 (stereo unspecified)
  -12%, 6%, i, 24%[38.3 µM], -15%, -24%[46.1 µM], 4%, -2.5%
> COCCNc1nc(-c2ccc(OC)cc2)c(-c2ccc(OC)cc2)s1
  11%, 3%, ?, 22%, 8%, -43%, ?, 17%
> Cc1cc(C(=O)N/N=C/c2ccc(-c3cccc(Br)c3)o2)n[nH]1
  4%, nt, -5%, nt, nt, -3%[7.67 µM], ?, 0.0%
> COc1ccc(-c2cc(C(F)(F)F)n3ncc(C(=O)NCC4CCCO4)c3n2)cc1 (stereo unspecified)
  6%, 0%, -7%, 21%[38.3 µM], 7%, -11%[46.1 µM], ?, 2.6%

# An excerpt of these results, as tab-separated lines:
SMILES	GoLoco inh red	KinaseGlo FLuc	RECQ1 inh	IMPase Li cell	SMN2 splice up	NPSR antag	KDM4E inh	Epigenetic derep
Cc1cnc(C(=O)N2CCN(S(=O)(=O)c3ccc4ccccc4c3)CC2)cn1	-10%	3%	-3%	1%[38.3 µM]	-29%	-25%[46.1 µM]	-1%	1.2%
Cc1ccc(CNC(=O)c2ccc(N3CCCC3=O)cc2)cc1	-5%	4%	-8%	-5%[38.3 µM]	25%	2%[46.1 µM]	2%	0.0%
CCOC(=O)c1cc(-c2ccccc2)sc1NC(=O)CC(C)C	-17%	-2%	i	19%[38.3 µM]	-28%	?	6%	-1.9%
O=C1CC(c2ccccc2)CC(O)=C1C=Nc1ccccc1 (stereo unspecified)	11%	-4%	-1%	14%	-4%	-34%	13%	4.8%
COc1cccc(-n2c(C)nn(C)c2=O)c1	5%	6%	0%	-11%	2%	2%[46.1 µM]	-3%	0.0%
